FLuc inh – inhibitors of firefly (Photinus pyralis) luciferase. P08659. purified P. pyralis luciferase, luminescence, biochemical. Potency, µM (highest dose often 115 µM), without a hit: at the top dose activity change, negative = inhibition, usual class: inhibitors. 2.5% of 76,000 active. AID 1347043; also: potency is read from the fitted curve at half-maximal effect; nearly all actives have a fitted effect of over 65% in size
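Biochemical qHTS: compound (6-point titration) added to 10uM D-luciferin plus 10uM ATP in Tris acetate pH 7.5 buffer with Mg, Tween-20 and BSA, then purified enzyme at 10nM; light output imaged.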
NIH3T3 tox – cytotoxic compounds in NIH 3T3 cells | NIH 3T3 viability, CellTiter-Glo ATP luminescence, 48-72 h | Potency, µM (top dose mostly 96.7 µM), without a hit: top-dose activity change, negative = cytotoxicity, most hits filed as inhibitors | 4.3% of 94,000 active | AID 1345082; also: potency is read from the fitted curve at half-maximal effect; nearly all actives have a fitted effect of over 55% in size
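Mouse fibroblast NIH 3T3 cells, 400 per well, received compound via pintool and were incubated for 48 or 72 hr prior to CellTiter-Glo ATP luminescence measurement.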
IP6K1 inhibitor – IP6K1 kinase inhibition. Q92551. IP6K1 kinase, ADP-Glo luminescence, 2 h; active compounds read low. activity change, % (series mostly up to about 58 µM). 0.81% of 140,000 active. AID 1645851; in the data active = activity change below about -25%
Target sequence (Q92551 whole entry, looked up): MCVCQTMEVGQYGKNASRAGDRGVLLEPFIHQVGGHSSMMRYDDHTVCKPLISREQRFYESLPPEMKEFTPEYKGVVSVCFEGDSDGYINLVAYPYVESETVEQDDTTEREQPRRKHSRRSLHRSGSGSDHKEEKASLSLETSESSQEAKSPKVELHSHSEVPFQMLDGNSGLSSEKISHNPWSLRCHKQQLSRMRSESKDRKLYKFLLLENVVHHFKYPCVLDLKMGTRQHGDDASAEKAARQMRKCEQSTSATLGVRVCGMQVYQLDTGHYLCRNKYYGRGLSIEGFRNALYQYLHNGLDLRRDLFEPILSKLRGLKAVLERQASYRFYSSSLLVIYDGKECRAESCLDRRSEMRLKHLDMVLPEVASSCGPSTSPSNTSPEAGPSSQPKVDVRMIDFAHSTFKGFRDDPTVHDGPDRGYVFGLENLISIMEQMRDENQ
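ADP-Glo luminescence measures ADP made by human IP6K1 during a 2 h RT reaction with ATP/IP6 (mix at 1.3 mM/130 uM); top library doses 57.5 and 19.1 uM final.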
SNCA expr inhib – reduces expression of the alpha-synuclein gene; HEK-293 SNCA-luciferase knock-in, luminescence, 24 h; Potency, µM (highest dose often 57.2 µM), without a hit: top-dose activity change, negative = inhibition, usual class: inhibitors; 0.17% of 140,000 active;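 also: potency is read from the fitted curve at half-maximal effect; plate controls were DMSO cells for no effect and cell-free wells for full effect; nearly all actives have a fitted effect of over 45% in size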
GPT2 inhibitor – inhibitors of human GPT2 alanine aminotransferase; 0.25% of 100,000 active; AID 1671188; Potency, µM (highest dose often 57.7 µM), for inactives: top-dose activity change, negative = inhibition, hits mostly inhibitors; Recombinant GPT2, coupled pyruvate oxidase/HRP Amplex Red fluorescence; also: potency is read from the fitted curve at half-maximal effect; nearly all actives have a fitted effect of over 60% in size; many of its hits are not listed in these tables
Target sequence (Q8TD30 whole entry, looked up): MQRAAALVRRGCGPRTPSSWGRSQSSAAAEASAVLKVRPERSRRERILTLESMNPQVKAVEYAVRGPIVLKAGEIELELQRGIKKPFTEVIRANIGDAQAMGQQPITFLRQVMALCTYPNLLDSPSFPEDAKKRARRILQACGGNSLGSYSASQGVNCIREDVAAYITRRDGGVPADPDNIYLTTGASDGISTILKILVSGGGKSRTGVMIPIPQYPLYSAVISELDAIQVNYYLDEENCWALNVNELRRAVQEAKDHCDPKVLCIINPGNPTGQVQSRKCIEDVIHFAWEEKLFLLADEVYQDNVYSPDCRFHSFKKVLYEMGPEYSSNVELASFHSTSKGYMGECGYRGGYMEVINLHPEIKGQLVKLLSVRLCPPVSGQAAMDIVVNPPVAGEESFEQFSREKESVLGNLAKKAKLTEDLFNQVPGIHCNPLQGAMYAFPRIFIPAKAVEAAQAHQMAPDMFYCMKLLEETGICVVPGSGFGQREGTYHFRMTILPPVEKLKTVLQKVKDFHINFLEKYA
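Recombinant GPT2 (10ng/uL) with 250uM a-KG and 2mM L-alanine, 30 min at room temperature, in HEPES pH 7.5 buffer. Pyruvate detected by pyruvate oxidase/HRP/Amplex Red fluorescence after 30 min in the dark; AOA (50uM) as positive control.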
HEK293 tox – kills HEK 293 cells | HEK 293 viability, ATP luminescence (CellTiter-Glo), 48-72 h | Potency, µM (top dose mostly 115 µM), without a hit: top-dose activity change, negative = cytotoxicity, most hits filed as inhibitors | 6.6% of 94,000 active; also: potency is read from the fitted curve at half-maximal effect; nearly all actives have a fitted effect of over 60% in size
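Cells seeded first (HEK 293, 250 cells/well), then compound added by pintool. Incubation ran 48 or 72 hr at 37 degree Celsius. CellTiter-Glo was added and luminescence imaged after 10 min at room temperature.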
HEK293 viab – counter-screen for SNCA expression inhibitors: cell viability. AID 1671193. 0.12% of 150,000 active. HEK-293-SNCA-luc viability, GF-AFC fluorescence, 24 h. Potency, µM (titrated, usually from 57.1 µM), without a hit: at the highest dose activity change, negative = cytotoxicity, usual class: cytotoxic;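 also: potency is read from the fitted curve at half-maximal effect; 0% = DMSO-treated cells and -100% = medium-only wells without cells; nearly all actives have a fitted effect of over 30% in size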
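Cytotoxicity counterscreen: after 24 h compound treatment of genome-edited SNCA-luciferase HEK-293 cells, live-cell protease substrate GF-AFC read by fluorescence after 30 min; activity scaled between DMSO (0%) and medium-only (-100%), curves Hill-fitted.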
Starred values were filed as active, the others as inactive; i = inactive; ? = inconclusive; . = not tested or not shown; [ ] = another dose, or the depositor's remark. Unless noted, calls follow the shape of the dose curve; as a rule, active = well fitted curve in the direction sought with a large enough effect; inconclusive = small, poorly fitted or top-dose-only effect, or another doubt; inactive = no such curve, though single readings can be large; an effect the other way counts as inactive or inconclusive. Unless noted, % is scaled to controls: 0 for no effect and ±100 for the full control effect. A portion of the library. The share of hits here may be higher or lower than overall.

smiles	HEK293 tox	NIH3T3 tox	HEK293 viab	SNCA expr inhib	GPT2 inhibitor	FLuc inh	IP6K1 inhibitor
CCN(Cc1ccccc1)c1nc2c(S(=O)(=O)c3ccccc3)nnn2c2ccc(Cl)cc12	.	.	12%	-15%	.	.	14
Clc1ccc(C(Cn2ccnc2)OCc2ccsc2Cl)c(Cl)c1 (centres undefined)	.	.	-12%	-14%	-8%	.	-5
CCOC(=O)C1CCCN(C(=O)C2CC(c3ccccc3)CN(C(=O)c3cccc(F)c3)C2)C1 (centres undefined)	?	?	-6%	-10%	-7%	5%	-10
CCc1noc(-c2cccn3c(CNC(=O)c4ccc5ccccc5n4)nnc23)n1	35µM*	?	-29%	?	-1%	-10%	-5
O=C1Cc2c(-c3ccc(CO)cc3)n[nH]c2CN1CC1CCOCC1	-28%[172 µM]	79µM*	-5%[87.6 µM]	?	4%[88.5 µM]	-8%[172 µM]	20
CC1(C)CC(=O)c2cc(C(=O)Nc3ccc(Cl)cc3)c(=O)[nH]c2C1	.	.	-2%	120%[activator]	.	.	7
CCn1cc(CN(C)C(=O)CCC[C@@H]2[C@H]3CCCN4CCC[C@@H](CN2C)[C@@H]34)c(C)n1	-15%	-26%	0%	-23%	-14%	-10%	-5
CCNC(=O)N1CC(C(=O)NC(C)c2ccccc2)CC(c2ccc(F)c(C)c2)C1 (centres undefined)	?	?	-4%	10%	i	-7%	-4
O=C(Cn1nc2c(cc1=O)CCCC2)Nc1nc2c(s1)CCCCC2	-2%	i	-14%	-43%	-24%	-10%	27
CCOc1ccc(NC(=O)Cn2cc(S(=O)(=O)N3CCN(c4ccccc4F)CC3)c3ccccc3c2=O)cc1	.	.	-2%	13%	.	.	-14
COc1ccccc1-c1nnc(C2CCN(S(=O)(=O)c3ccc(F)c(C)c3)CC2)o1	.	.	-20%	-12%	.	.	-7
COc1ccc([C@H]2C[C@@H](O)[C@@H](O)[C@@H]2NCc2cnc[nH]2)cc1	-7%[172 µM]	-11%[174 µM]	-11%[87.6 µM]	-1%[87.6 µM]	-29%[88.5 µM]	2%[172 µM]	16
COCCn1cnc2ccc(-c3ccccc3C)nc2c1=O	i	?	5%[87.6 µM]	?	0%[88.5 µM]	-2%[172 µM]	-4
OC[C@H]1O[C@@H](Oc2ccc3c(c2)OC[C@H]2c4cc5c(cc4O[C@@H]32)OCO5)[C@H](O)[C@@H](O)[C@@H]1O	.	.	-4%[23.9 µM]	.	-5%[27.3 µM]	.	12
O=C(O)[C@H]1C[C@H](C(=O)N2CCCC2)CN(Cc2ccncc2)C1	3%	4%	2%	-12%	i[11.5 µM]	0%	-4
CC1(C)[C@H](Cc2cc(CN3CCCCC3)on2)C[C@@H]1NC(=O)c1cccc(F)c1	?	?	-24%[87.6 µM]	-25%[87.6 µM]	i	10%[172 µM]	-7
O=S(=O)(c1cccc(F)c1)N1CCC(c2nc3ccccc3s2)CC1	.	.	6%	-1%	.	.	-2
CCOC(=O)C1(Cc2ccccc2C)CCCN(C(=O)c2cc[n+]([O-])cc2)C1 (centres undefined)	-2%	i	9%	47%[activator]	-5%	-2%	5
COCCN1C(=O)CSC12CCN(C(=O)NCc1ccccc1)CC2	-8%	-13%	0%	-10%	i	-3%	9
CCOc1ccccc1C(=O)N1CCC(c2nc3ccccc3o2)CC1	.	.	-14%	1%	.	.	16
Cc1ccc(C)c(NC(=O)CSc2cn(CC(=O)N3CCCC3)c3ccccc23)c1	.	.	-17%	64%[activator]	.	.	-8
Cc1ccc(C)c(N2CCN(S(=O)(=O)c3cc(C(=O)Nc4ccccc4C(F)(F)F)ccc3F)CC2)c1	.	.	2%	-18%	.	.	2
CN1CCC(NC[C@H]2O[C@H](Cc3cc(-c4ccc(F)cc4)on3)CC[C@@H]2O)CC1	?	89µM*	-7%[87.6 µM]	148%[activator][87.6 µM]	3%[88.5 µM]	-10%[172 µM]	2
Cc1cnc(C(=O)NC2C[C@H]3CC[C@@H](C2)N3C(=O)c2cc(F)cc(F)c2)cn1 (some centres undefined)	4%	-27%	1%	-5%	i	4%	14
COC(=O)c1scc(-c2ccc(C)cc2)c1S(=O)(=O)N1CCN(c2ccc(OC)cc2)CC1	.	.	-14%	-12%	.	.	-7
Cc1cc(C(=O)N2CCC(C3CCN(S(C)(=O)=O)CC3)C2)nn1C (centres undefined)	i	0%	4%[12.5 µM]	28%	i	-2%	0
COc1ccc(-c2c3c(=O)n(C)c(=O)n(C)c3c3c(-c4cccc(C)c4)nc4ccccc4n23)cc1	.	.	0%	17%	.	.	20
COc1ccc(-n2c(=O)c(C(=O)NCCSC)nc3cccnc32)cc1	i	-6%	-2%	-17%	i	.	13
COc1ccc(CCC(=O)N2CCN(C(=O)c3nnn4c3COC(c3ccc(C)cc3)C4)CC2)cc1 (centres undefined)	?	-7%	-6%	-10%	i	-4%	3
CC(=O)NC[C@H]1Cn2ccnc2CO1	3%[287 µM]	4%[230 µM]	0%[87.6 µM]	-19%[87.6 µM]	-3%[88.5 µM]	-8%[299 µM]	-3
Cc1nn(-c2ccc(C(C)C)cc2)c(C)c1[C@@H]1C=C[C@@H](NC(=O)NC2CCCCC2)C1	?	?	-30%[87.6 µM]	-9%[87.6 µM]	4%[88.5 µM]	7.9µM*	10
O=C(Nc1cc(F)cc(F)c1)N1CCC(CCNC(=O)C2(c3ccccc3)CC2)CC1	50µM*	32µM*	6%	-11%	-18%	-2%	1
Cc1cccc(C(=O)N2C(C(=O)NC(C)c3ccccc3)COC23CCC(C)CC3)c1 (centres undefined)	?	?	-4%	5%	i	-8%	-3
COc1cc(C(=O)NCc2ccc3c(c2)CCN3C(=O)c2ccncc2)cc(OC)c1OC	.	.	7%	8%	.	.	-12
Nc1nc(CCC(=O)N2CCC3(CCCNC3=O)C2)cs1 (centres undefined)	-2%	-4%	-6%	11%	2%	2%	0
Cc1ccc(N2CCN(S(=O)(=O)N3CCCCC3)CC2)c(C)c1	.	.	-3%	.	i	.	4
Cc1cc(C)nc(NS(=O)(=O)c2ccc(NC(=O)c3nc(SC(C)C)ncc3Cl)cc2)n1	.	.	0%	0%	.	.	-12
O=C(NCCN1CCCCC1)C1Cn2cccc2C(=O)N1Cc1ccccc1 (centres undefined)	i	-13%	-14%	-12%	i	2%	1
O=C(CC(c1cccs1)N1Cc2ccccc2C1=O)Nc1ccc(F)c(F)c1 (centres undefined)	.	.	1%	7%	.	.	21
CN(CCC1CCOCC1)C(=O)c1ccc(OC2CCN(C(=O)C3CC3)CC2)cc1	-17%	-25%	-1%	106%[activator]	i	-11%	19
O=C(NC1CCCCCC1)C1(CCO)CCN(c2ncccn2)C1 (centres undefined)	-2%	-5%	-4%	-11%	-4%	.	11
COc1ccc(NC(=O)c2sc3nc4c(cc3c2N)CN(C(C)C)CC4)c(OC)c1	.	.	-10%	-18%	.	.	42
CCc1nccc(-c2c(-c3ccccc3)ncn2CCN2CCCCC2CO)n1 (centres undefined)	-19%	-18%	-5%	-23%	0%	4%	-1
Cc1cc2nc3n(c(=O)c2n1CC(=O)NC1CCCCC1)CCCC3	8%	1%	5%	21%	-8%	-30%	-3
CCCCOc1ccc(Cn2c(=O)oc3ccccc32)cc1	.	.	18%	11%	.	.	21

2 entries from above, with two lines to a compound.
Below each compound – HEK293 tox	NIH3T3 tox	HEK293 viab	SNCA expr inhib	GPT2 inhibitor	FLuc inh	IP6K1 inhibitor
Cc1cc(C)nc(NS(=O)(=O)c2ccc(NC(=O)c3nc(SC(C)C)ncc3Cl)cc2)n1
  .	.	0%	0%	.	.	-12
Cc1nn(-c2ccc(C(C)C)cc2)c(C)c1[C@@H]1C=C[C@@H](NC(=O)NC2CCCCC2)C1
  ?	?	-30%[87.6 µM]	-9%[87.6 µM]	4%[88.5 µM]	7.9µM*	10

The results go on.
smiles	HEK293 tox	NIH3T3 tox	HEK293 viab	SNCA expr inhib	GPT2 inhibitor	FLuc inh	IP6K1 inhibitor
O=C(C1CC(=O)N(C2CC2)C1)N1CCCN(Cc2ccccn2)CC1 (centres undefined)	-22%	-5%	-4%	-26%	-7%	7%	0
OC(c1cccc(C(F)(F)F)c1)c1nc(Nc2cccnc2)n[nH]1 (centres undefined)	?	-23%[138 µM]	9%[87.6 µM]	-24%[87.6 µM]	i	-13%[172 µM]	-3
COc1cccc(C(=O)N2CCC(C(=O)N3CCC(c4ccccc4)CC3)CC2)c1	?	?	-6%	-17%	i	.	10
Cn1cccc1-c1nc(-c2nnn3c2COC(c2ccc(Cl)cc2)C3)no1 (centres undefined)	3%	0%	-9%	-2%	?	-1%	-1
COC(=O)CNC(=O)c1ccc(-c2ccc(OC)nn2)cc1	-3%[172 µM]	-14%[138 µM]	.	.	.	.	2
O=C(c1ccc2c(c1)N(Cc1ccccc1F)C(=O)c1ccccc1S2(=O)=O)N1CCc2ccccc21	.	.	0%	-5%	.	.	20
CC(C)Oc1ccc(C(=O)N2CCCN(S(C)(=O)=O)c3ccccc32)cc1	-28%	-16%	-3%	15%	i	1%	-3
CS(=O)(=O)N1CCC(C2CCN(C(=O)Cc3ccccc3F)C2)CC1 (centres undefined)	4%	-11%	0%[12.5 µM]	3%	-19%	2%	13
COc1ccccc1NC(=O)Cn1nnc(C(=O)NCc2ccc3c(c2)OCO3)c1N	.	.	8%	-2%	.	.	-6
Cc1ccc(-n2ncc(C(=O)NCc3ccccn3)c2C2CCN(C(=O)OC(C)(C)C)CC2)cc1C	.	.	-23%	-18%	.	.	-5
Cc1ccc(S(=O)(=O)Nc2ccc(C)n(CC(=O)Nc3ccc(C)cc3C)c2=O)cc1	4%	i	1%	-4%	?	6%	1
CC(=O)Nc1c(C)nn(-c2ccccc2)c1N1CCC(C(=O)Nc2cc(Cl)ccc2C)CC1	.	.	-5%	16%	.	.	-16
Cc1ccccc1NC(=O)N1CCC(CCNC(=O)c2ccnn2C)CC1	-4%	4%	9%	-6%	-10%	14%	-12
CC(C)(C)c1cc(Br)cc([C@H](CC(=O)O)NC(=O)CNC(=O)c2cc(O)cc(NC3=NCC(O)CN3)c2)c1 (some centres undefined)	.	.	2%	.	-6%	.	1
COc1cc(-c2nc3ccccn3c2Nc2ccccc2C)ccc1O	.	.	?	26%	.	.	6
COc1ccc(-c2nc(C3CC3)nc3c2CCN(Cc2ccc(C(F)(F)F)cc2)CC3)cc1	?	?	?	?	i	.	-5
CC(C)(C)CC(=O)Nc1ccc([C@H]2OCC(=O)N(CCN)[C@@H]2CO)cc1	-14%[172 µM]	-4%[174 µM]	2%[87.6 µM]	6%[87.6 µM]	-2%[88.5 µM]	2%[172 µM]	15
